RAD52 anneal inh: RAD52 (human) annealing inhibition | P43351 | inhibition, % at 18.7 µM | 360,000 compounds, 0.46% hits | recombinant RAD52 DNA annealing, FRET fluorescence;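 active means every replicate showing at least 50% inhibition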
E-selectin induc: induces E-selectin expression in human endothelial cells. P16581. HUVEC E-selectin immunofluorescence imaging; normalized: neutral wells 0, TNF-alpha wells 100. activation, % at 7.58 µM. 260,000 compounds, 0.37% hits. AID 686992;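 active means mean E-selectin-positive cell signal at least 10% of the positive control, reached in at least 60% of replicates, without over 20% cell loss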;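 further: in these data hits start at about 27%; measured in HUVEC primary endothelial cells; signal is the percent of cells scored E-selectin positive by PE staining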
Target sequence (P16581 whole entry, looked up): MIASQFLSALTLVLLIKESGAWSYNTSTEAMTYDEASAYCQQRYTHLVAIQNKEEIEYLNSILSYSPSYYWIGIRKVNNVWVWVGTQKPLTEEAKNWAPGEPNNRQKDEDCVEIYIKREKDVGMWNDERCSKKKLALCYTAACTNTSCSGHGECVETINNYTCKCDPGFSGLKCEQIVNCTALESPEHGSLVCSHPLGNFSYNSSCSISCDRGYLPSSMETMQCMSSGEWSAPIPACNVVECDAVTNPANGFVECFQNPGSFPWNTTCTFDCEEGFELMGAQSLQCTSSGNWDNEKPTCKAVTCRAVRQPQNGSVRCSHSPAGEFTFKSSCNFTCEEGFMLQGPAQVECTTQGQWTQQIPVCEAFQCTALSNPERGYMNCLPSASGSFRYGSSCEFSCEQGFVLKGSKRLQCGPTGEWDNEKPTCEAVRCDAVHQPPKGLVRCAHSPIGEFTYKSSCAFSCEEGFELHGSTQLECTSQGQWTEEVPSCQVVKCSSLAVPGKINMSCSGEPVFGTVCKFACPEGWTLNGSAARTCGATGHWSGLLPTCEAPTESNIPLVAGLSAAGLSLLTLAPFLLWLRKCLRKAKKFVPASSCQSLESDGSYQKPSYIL
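material = human umbilical vein endothelial cells (HUVEC), E-selectin induction | quantity = 3,000 cells/well | medium = EGM-2 growth medium on 0.1% gelatin-coated wells | technique = immunofluorescence imaging | read-out basis = % PE-positive cells | control set = TNF-alpha positive control, DMSO neutral control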
RAD54 branch: inhibitors of human RAD54 branch migration | RAD54 Holliday junction branch migration, FAM/BHQ fluorescence | Q92698 | AID 602329 | 360,000 compounds, 0.14% hits | inhibition, % at 10.4 µM;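 active means mean normalized replicate activity at least 40 and at least half of replicates scoring 40 or more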;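 further: 0% = median of neutral control wells and 100% = median of positive control wells; inhibitors cause a drop in the FAM fluorescence signal; in these data hits start at about 50%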
esBAF inh: blocks esBAF chromatin remodeling in mouse ES cells; 350,000 compounds, 2% hits; AID 602393; reporter increase, % at 12.5 µM; Bmi1-luciferase knock-in reporter, 24 h; 100% = twice the neutral-well signal; in the data active means activation above about 40%;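 further: 0% = median of the plate's neutral control wells and 100% = double that signal; a rise in the Bmi1 reporter signal indicates esBAF inhibition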
ARNT-TACC3 inh: disruptors of human ARNT/TACC3 interaction; 390,000 compounds, 0.66% hits; inhibition, % at 9.99 µM; AID 623870; Q9Y6A5; AlphaScreen His-ARNT PAS-B/GST-TACC3 binding, luminescence; TACC3 fragment carries E629A point mutation;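 active means mean inhibition of replicates at least 50% and at least half of replicates each reaching 50%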;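 further: 0% = complete ARNT plus TACC3 wells and 100% = ARNT alone without TACC3; many hits fall short of the cut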
ERp5 inh: inhibitors of human ERp5. ERp5 insulin aggregation, absorbance 650 nm, 90 min. AID 651711. inhibition, % at 9.99 µM. 350,000 compounds, 0.05% hits. Q15084;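 active means mean replicate inhibition above about 25%, with every replicate also reaching it, limit read from the data, passing the limit was not always enough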
Target sequence (Q15084 whole entry, looked up): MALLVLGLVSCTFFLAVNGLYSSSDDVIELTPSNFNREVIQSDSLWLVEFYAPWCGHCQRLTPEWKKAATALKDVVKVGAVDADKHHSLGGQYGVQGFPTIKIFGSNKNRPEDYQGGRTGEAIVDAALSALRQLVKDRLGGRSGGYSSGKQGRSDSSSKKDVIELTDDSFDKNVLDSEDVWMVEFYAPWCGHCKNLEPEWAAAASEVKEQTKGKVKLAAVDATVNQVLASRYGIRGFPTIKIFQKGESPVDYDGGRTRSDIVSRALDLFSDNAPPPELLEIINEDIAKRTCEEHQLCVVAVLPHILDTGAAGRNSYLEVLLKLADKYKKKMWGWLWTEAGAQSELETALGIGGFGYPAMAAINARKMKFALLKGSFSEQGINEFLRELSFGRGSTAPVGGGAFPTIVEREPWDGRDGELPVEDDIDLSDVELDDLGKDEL
Casp6 inh: blocks human caspase-6 cleavage activity; P55212; purified caspase-6, Z-VEID-R110 cleavage fluorescence; inhibition, % at 12.5 µM; 350,000 compounds, 0.53% hits; AID 686996;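 active means mean inhibition across replicates at least about 35%, with every replicate also reaching that limit, limit read from the data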;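 further: 0% = median of neutral control wells and 100% = no fluorescence left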
PglD DTNB: PglD (C. jejuni) enzyme inhibition; 360,000 compounds, 0.098% hits; inhibition, % at 12.5 µM; purified PglD enzyme, DTNB colorimetric CoA detection; AID 602405; in the data active means inhibition above about 16%, passing the limit was not always enough; further: strong numbers were not always called active
* hit, by the source's call; nt = no result given. The order is random; overall some 3.2% were active at least once.

| smiles | RAD52 anneal inh | E-selectin induc | RAD54 branch | esBAF inh | ARNT-TACC3 inh | ERp5 inh | Casp6 inh | PglD DTNB |
| --- | --- | --- | --- | --- | --- | --- | --- | --- |
| C[C@H](CO)N1C[C@H](C)[C@@H](CN(C)S(C)(=O)=O)Oc2ncc(C#Cc3ccccc3F)cc2C1=O | 5 | 0.4 | 1 | 1 | 32 | 1 | 4 | 2 |
| COC(=O)[C@]12CCCCC=C1N(Cc1ccco1)C(=O)[C@H](CC(=O)N1CCSCC1)C2 | -8 | -0.1 | nt | nt | nt | -1 | 2 | nt |
| Cc1nc(NC(=O)c2ccc(Cl)cc2)nc2cc3c(cc12)OCO3 | nt | -0.2 | 5 | nt | -5 | nt | nt | 2 |
| CC(C)(C)OC(=O)NC(Cc1ccccc1)C(=O)N1CCCC1C(=O)O (centres undefined) | -7 | -0.1 | -9 | -3 | -10 | 5 | 1 | -2 |
| CN(C(=O)CSc1ncc(C(F)(F)F)cc1Cl)c1c(N)n(Cc2ccccc2)c(=O)[nH]c1=O | -7 | -1.4 | 6 | -4 | -5 | 1 | 1 | 0 |
| CN(Cc1cccc(F)c1)C(=O)c1ccc(S(=O)(=O)C(F)F)cc1 | nt | nt | -2 | -1 | -13 | nt | nt | 1 |
| CN(C)CCCN(C(=O)c1ccc(C(=O)c2ccccc2)cc1)c1nc2ccc(F)cc2s1 | 49 | nt | 13 | 2 | 24 | 6 | 10 | 0 |
| CCOC(=O)Cc1csc(NC(=O)c2cc(C)on2)n1 | -10 | -0.2 | -8 | -5 | -1 | -2 | -3 | -3 |
| C[C@H](CO)N1C[C@H](C)[C@H](CN(C)C(=O)Nc2ccc(C(F)(F)F)cc2)Oc2c(NC(=O)NC3CCCCC3)cccc2C1=O | -2 | 0.3 | -2 | -2 | 2 | -3 | -2 | 2 |
| O=C1C2C3C=CC(O3)C2C(=O)N1N=C1CCCCC1 (centres undefined) | 11 | -0.1 | -6 | -3 | -3 | -6 | 8 | -1 |
| COc1ccccc1C1=NNC(=NCc2ccccc2)SC1 | -9 | nt | nt | nt | 0 | 2 | -3 | nt |
| Cc1ccc(NC(=O)c2ccco2)c([N+](=O)[O-])c1 | -5 | nt | nt | nt | -5 | -1 | 2 | nt |
| CCn1c(COc2ccc(=O)n(-c3ccccc3)n2)nnc1SCc1ccc(OC)cc1 | nt | nt | 6 | 2 | -5 | nt | nt | -2 |
| Cn1ncc(Br)c1C(=O)Nc1ccc(Br)cn1 | -13 | nt | 15 | nt | nt | -3 | 0 | 4 |
| CN(C(=O)Cn1cc(C#N)c2ccccc21)c1ccccc1 | -11 | 0.3 | nt | nt | 1 | 5 | 1 | nt |
| Nc1cc(=O)[nH]c(SCc2nnc(-c3ccccc3)o2)n1 | nt | nt | 9 | 8 | -3 | nt | nt | 4 |
| CCN(CC)CCCNc1cc(C(F)(F)F)c(C#N)c2nc3ccccc3n12 | -49 | 0.5 | 15 | -6 | 17 | 2 | -17 | -3 |
| Cc1ccc(Nc2nc(CSc3nnc(-c4cccnc4)n3-c3ccccc3C)cs2)cc1 | -3 | -0.1 | nt | nt | -7 | -6 | 2 | nt |
| CN(CC(=O)Nc1ccc(Cl)c(C(F)(F)F)c1)S(=O)(=O)c1cnc[nH]1 | 3 | 0.3 | 0 | -1 | nt | 1 | 1 | 2 |
| COc1ccc(O)c(C2=Nc3ccccc3N=C(c3ccccc3)C2)c1 | -14 | -2.5 | 5 | 9 | 1 | 4 | 2 | 3 |
| COc1ccc(C(=O)OCCN2CCN(C3=NS(=O)(=O)c4ccccc43)CC2)cc1OC | -7 | nt | -8 | 1 | -3 | 2 | 2 | 2 |
| COc1ccccc1NC(=O)N1C[C@@H](C)[C@H](OC)CN(C)C(=O)c2ccc(NC(=O)c3ccccn3)cc2OC[C@H]1C | nt | nt | -2 | 5 | 16 | 8 | 0 | 2 |
| Cc1ccc(S(=O)(=O)/C(C#N)=C/c2c(N3CCN(C)CC3)nc3c(C)cccn3c2=O)cc1 | nt | nt | -8 | -6 | 20 | nt | nt | -13 |
| COC(=O)c1cnc(Nc2cccc(C(F)(F)F)c2)c([N+](=O)[O-])c1 | -1 | nt | -10 | -4 | 1 | nt | 1 | -2 |
| O=C(Nc1ccccc1)[C@@H]1[C@@H](CO)[C@@H]2Cn3c(cccc3=O)[C@@H]2N1C(=O)C1CC1 | 2 | 0.2 | 18 | 3 | -3 | -12 | -2 | -2 |
| CC(=O)NCCc1nc2cc(NC(=O)c3cccs3)ccc2n1C | -17 | 1.9 | 3 | -4 | -3 | 6 | 2 | -6 |
| C[C@H](CO)N1C[C@H](C)[C@H](CN(C)C)Oc2cc(-c3ccc(C#N)cc3)ccc2S1(=O)=O | 0 | 0.4 | -8 | -2 | 26 | -5 | 0 | 4 |
| COCCCNS(=O)(=O)c1ccccc1 | nt | nt | 7 | -7 | -12 | nt | nt | -1 |
| COc1ccc(-c2nc3ccc(Cl)cn3c2Cc2cccc(F)c2)cc1OC | -72 | -1.7 | -12 | 6 | nt | -2 | -1 | 3 |
| CC1(C)CC(=O)C2=C(C1)NC(Nc1nc3ccccc3o1)=NC21CCCCC1 | nt | nt | -16 | -7 | 14 | nt | nt | 0 |
| O=C(c1cccs1)N1C[C@@H](O)[C@H](n2cc(C3CC3)nn2)C[C@@H]1c1ccccc1 | -10 | 0.0 | -5 | -8 | nt | -2 | 1 | 1 |
| C[C@@H]1CN([C@H](C)CO)C(=O)Cc2cc(NC(=O)Cc3ccccc3)ccc2O[C@H]1CN(C)Cc1ccc(-c2ccccc2)cc1 | -13 | -2.5 | 5 | 3 | -13 | -2 | -1 | -3 |
| COc1ccc(Cc2nnc(SCC(=O)Nc3ccc(N4CCOCC4)cc3)o2)cc1 | -18 | 0.1 | 3 | -7 | nt | -2 | -4 | -2 |
| CCOc1ccc2nc(NC(=O)CN3CCN(CC)CC3)sc2c1 | -10 | nt | 1 | 5 | -15 | 4 | -2 | 2 |
| COc1ccc(C(=O)Nc2cc3c4c(c2)C(C)C(=O)N4CCC3)c(OC)c1 (centres undefined) | -8 | 0.2 | 8 | 17 | 4 | 0 | -3 | 0 |
| O=c1[nH]c2cc3c(cc2cc1CN(CCCO)C(=S)NCc1ccco1)OCO3 | -17 | 1.0 | 0 | -15 | -1 | -5 | 14 | 1 |
| Cc1cc(OC(=O)c2ccc(S(=O)(=O)N3CCCC3)cc2)c([N+](=O)[O-])c(=O)[nH]1 | -5 | 0.2 | nt | nt | nt | 4 | 2 | nt |
| COc1ccccc1C/C(N)=N/OC(=O)c1cccc([N+](=O)[O-])c1C | -15 | -1.3 | nt | nt | -7 | 1 | 0 | nt |
| C[C@H](CO)N1C[C@H](C)[C@H](CN(C)C(=O)Nc2cccc3ccccc23)OCCCC[C@H](C)Oc2ccc(NS(=O)(=O)c3ccc(Cl)cc3)cc2C1=O | 2 | nt | 2 | 7 | 12 | 1 | 3 | 10 |
| CCOc1ccccc1NS(=O)(=O)c1ccc2oc(=O)ccc2c1 | -12 | 0.5 | -1 | -3 | 0 | 5 | 0 | 6 |
| Cc1ccc(NC(=O)CSc2ccc(-c3cccnc3)nn2)cc1Cl | -11 | -0.1 | 1 | -12 | -7 | 1 | -4 | -4 |
| COc1ccc(-c2nnc(SC(C)C(=O)Nc3cccc(Cl)c3)o2)cc1 (centres undefined) | nt | nt | 4 | 40 | 3 | nt | nt | -5 |
| Cc1ccc(S(=O)(=O)Nc2ccc3c(c2)C(=O)N([C@@H](C)CO)C[C@@H](C)[C@@H](CN(C)C(=O)Nc2c(C)noc2C)OCCCC[C@H](C)O3)cc1 | 4 | nt | 1 | -3 | -10 | 7 | -1 | -3 |
| Cc1cccc(C(=O)NCC(=O)OCC(=O)N2CCCCC2)c1 | -9 | nt | nt | nt | 1 | -5 | -4 | nt |
| CC(C)CC(N)c1csc(Nc2cc(Oc3ccccc3)ncn2)n1 (centres undefined) | -7 | -0.8 | -5 | -1 | nt | 2 | 3 | 0 |
| Cc1cccc(NC(=O)CN(C)C(=O)c2ccc3ccccc3n2)c1C | 5 | nt | -2 | nt | 3 | -1 | 4 | 1 |
| CC(=O)c1c(C)[nH]c(C(=O)OC2CCCCC2=O)c1C (centres undefined) | nt | nt | 12 | -1 | -20 | nt | nt | 5 |
| Cc1noc(C)c1NC(=O)Nc1ccc2c(c1)C(=O)N([C@@H](C)CO)C[C@@H](C)[C@H](CN(C)C(=O)CCCN(C)C)OCCCC[C@H](C)O2 | -5 | -0.2 | 1 | 0 | -1 | -13 | 2 | -2 |
| CC(C)CCn1cnc2c1c(=O)n(CC(=O)NC(N)=O)c(=O)n2Cc1ccccc1 | -8 | nt | 5 | -5 | 18 | 0 | 3 | 3 |
| Cc1cccc(CC(=O)c2c[nH]c3ccccc23)c1 | -13 | 75* | 12 | nt | -5 | 0 | 6 | -4 |
| Cc1cccc(C(C)C)c1NC(=O)C1CCN(S(=O)(=O)c2ccccc2)CC1 | -9 | nt | -6 | -2 | 0 | 0 | -1 | -8 |
| CCCCCCN1CCN(C2CN(Cc3cn(Cc4ccc(C(F)(F)F)cc4)nn3)S(=O)(=O)C2)CC1 (centres undefined) | 4 | 0.0 | nt | nt | nt | 0 | 1 | nt |
| CC1=C(C(=O)N(C(C)C)C(C)C)CC(CC(=O)NC2CC2)C(=O)N1Cc1ccc(C(C)(C)C)cc1 (centres undefined) | -5 | 0.0 | nt | nt | nt | 4 | 0 | nt |
| Cc1cc(C)n(CC(=O)NNC(=O)c2ccc(NC(=O)CC#N)cc2)n1 | -22 | 0.1 | -8 | 3 | 3 | -1 | 0 | 1 |
| CCCCCOC(=O)c1ccc(NC(=O)c2cccc(NC(=O)c3ccccc3C(=O)O)c2)cc1 | -59 | nt | -2 | -1 | 1 | 3 | -3 | 2 |
| CC(=O)Nc1ccc(S(=O)(=O)N2CC(=O)NC(=O)C2)cc1 | -11 | 0.0 | -9 | -3 | -3 | 3 | -1 | 2 |
| Fc1ccc(NC(=S)N2CCOCC2)cc1Cl | -13 | 1.2 | 10 | -1 | -3 | 5 | 1 | -11 |
| Cc1ccc2c(c1)nnn2C1CCN(C(=O)c2ccccc2F)CC1 | -8 | nt | 2 | -1 | -1 | -2 | 0 | 4 |
| CC(NC(=O)c1nn(C)c(=O)c2ccccc12)c1ccccc1 (centres undefined) | nt | -2.4 | -1 | -1 | nt | nt | nt | -4 |
| Cc1ccc(CSc2nnc(SCC(=O)N/N=C/c3ccccc3OCC(=O)O)s2)cc1 | -10 | -0.4 | 3 | nt | nt | 7 | 18 | 4 |

(next part)
| smiles | RAD52 anneal inh | E-selectin induc | RAD54 branch | esBAF inh | ARNT-TACC3 inh | ERp5 inh | Casp6 inh | PglD DTNB |
| --- | --- | --- | --- | --- | --- | --- | --- | --- |
| O=C1NC2(CCCCCC2)C(=O)N1Cc1ccccc1F | -11 | 0.0 | -1 | -7 | -6 | 1 | -2 | -5 |
| CS(=O)(=O)N(CC(=O)N1CCN(c2ccc(F)cc2)CC1)c1cccc(Cl)c1 | nt | nt | -6 | 2 | -14 | nt | nt | 7 |
| CCOc1ccc2nc(NC(=O)c3ccc(OC)c(S(=O)(=O)N4CCOCC4)c3)sc2c1 | nt | nt | -10 | 33 | -7 | nt | nt | 2 |
| Cc1[nH]c(=O)[nH]c(=O)c1N(C)C | -12 | 0.0 | nt | nt | -7 | -5 | -2 | nt |
| CC(C)NS(=O)(=O)c1ccc(OCC(=O)NC2CCCCCC2)cc1 | -4 | -0.1 | -3 | -4 | nt | -3 | 1 | 1 |
| O=C(CCSc1ccccc1)Nc1ccc(S(=O)(=O)Nc2ncccn2)cc1 | -22 | nt | nt | nt | -4 | -6 | -1 | nt |
| O=C(O)CC(c1ccc(F)cc1F)N1Cc2ccccc2C1=O (centres undefined) | nt | nt | 11 | -5 | -11 | nt | nt | -5 |
| CC(C)C#Cc1cnc2c(c1)C(=O)N([C@H](C)CO)C[C@H](C)[C@H](CN(C)C(=O)Nc1cc(F)ccc1F)O2 | 2 | 0.3 | 13 | 5 | -4 | -4 | 0 | 1 |

Screening results as filed in PubChem.
